SIRT5 block = SIRT5 desuccinylase inhibitors, primary screen, biochemical, fluorescence imaging, single point, set 5; NAD-dependent protein deacylase sirtuin-5, mitochondrial (Homo sapiens), Q9NXA8; Purified SirT5, succinyl-peptide AMC, trypsin-coupled fluorescence; inhibition, % at 15 µM; actives 1.1% (n = 330,000); in the data active = inhibition above about 15%
Target sequence (Q9NXA8 whole entry, looked up): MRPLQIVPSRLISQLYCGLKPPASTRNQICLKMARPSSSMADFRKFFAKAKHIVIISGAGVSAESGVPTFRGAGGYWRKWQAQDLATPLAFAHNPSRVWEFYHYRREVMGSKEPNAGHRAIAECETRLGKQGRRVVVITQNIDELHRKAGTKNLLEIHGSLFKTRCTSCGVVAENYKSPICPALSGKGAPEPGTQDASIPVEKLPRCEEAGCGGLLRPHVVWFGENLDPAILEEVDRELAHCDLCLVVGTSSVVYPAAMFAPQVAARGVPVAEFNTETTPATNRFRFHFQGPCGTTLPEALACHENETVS
ERp5 block = inhibitors of ERp5-driven insulin aggregation, primary screen, biochemical, turbidity, absorbance 650 nm, single point. Protein disulfide-isomerase A6 (Homo sapiens), Q15084. 90 min. inhibition, % at 9.99 µM. actives 0.05% (n = 350,000). AID 651711, 2012;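 active = mean replicate inhibition above about 25%, with every replicate also reaching it, limit read from the data, passing the limit was not always enough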
Target sequence (Q15084 whole entry, looked up): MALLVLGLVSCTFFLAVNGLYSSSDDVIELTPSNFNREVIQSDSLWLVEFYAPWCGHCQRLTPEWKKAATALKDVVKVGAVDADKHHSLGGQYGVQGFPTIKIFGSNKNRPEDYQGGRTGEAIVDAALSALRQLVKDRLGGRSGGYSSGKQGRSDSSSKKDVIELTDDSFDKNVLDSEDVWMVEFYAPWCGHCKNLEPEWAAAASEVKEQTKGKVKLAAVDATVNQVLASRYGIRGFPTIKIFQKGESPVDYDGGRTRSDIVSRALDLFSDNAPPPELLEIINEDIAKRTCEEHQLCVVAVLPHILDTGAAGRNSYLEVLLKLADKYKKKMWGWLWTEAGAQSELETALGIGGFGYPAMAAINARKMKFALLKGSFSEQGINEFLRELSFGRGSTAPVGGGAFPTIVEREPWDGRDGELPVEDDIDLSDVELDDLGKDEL
Active calls of the source: *; & = joins results of further samples. An excerpt (hit frequency here may not be typical).

The line under a structure holds: SIRT5 block	ERp5 block
- COc1ccc(-c2ccc([C@H]3[C@@H](CO)N4C(=O)CN(C(=O)NC(C)C)C[C@H]34)cc2)cc1
    0	-3
- CCC(=O)N1CC2(C1)[C@H](c1ccc(-c3ccccc3OC)cc1)[C@H](CO)N2C(C)=O
    -3	4
- O=C(NC1CCCC1)[C@@H]1N[C@@H]2c3ccc(-c4cccc(F)c4)c(=O)n3C[C@@H]2[C@H]1CO
    -25	0
- O=C(CC1CC1)N1CC(=O)N2[C@H](C1)[C@@H](c1ccc(/C=C/c3ccccc3)cc1)[C@@H]2CO
    -1	-4
- O=C(C1CCOCC1)N1CC(=O)N2[C@@H](CO)[C@@H](c3ccc(C#Cc4cccc(F)c4)cc3)[C@@H]2C1
    -6	7
- COc1ccc2c3c([nH]c2c1)[C@H](CO)N(C(=O)c1ccccn1)CC31CN(C(=O)C2CCCC2)C1
    4	-6
- O=C(NCCc1ccccc1Cl)[C@@H]1CCCN1C(=O)[C@@H](NS(=O)(=O)c1ccc(F)cc1F)C1CCCCC1
    8	1
- COC(=O)c1ccccc1NC(=O)NC1CC1
    0	2
- CCc1ccc(C2CC3C(CN2S(=O)(=O)c2ccc(C)cc2)C(=O)CC(c2ccc(CC)cc2)N3S(=O)(=O)c2ccc(C)cc2)cc1 (stereo not drawn)
    3	1
- CN1c2ccc(C3=CCCCC3)cc2[C@H]2[C@H](CCN2C(=O)NC2CCCC2)[C@@H]1CO
    2	-4

In the list so far, 2 have nitrogen in an aromatic ring.
The line under a structure holds: SIRT5 block	ERp5 block
- O=C(NC1CCCC1)[C@@H]1N[C@@H]2c3ccc(-c4cccc(F)c4)c(=O)n3C[C@@H]2[C@H]1CO
    -25	0
- COc1ccc2c3c([nH]c2c1)[C@H](CO)N(C(=O)c1ccccn1)CC31CN(C(=O)C2CCCC2)C1
    4	-6

The listing picks up; the 6 compounds before the break are reprinted first.
The line under a structure holds: SIRT5 block	ERp5 block
- O=C(C1CCOCC1)N1CC(=O)N2[C@@H](CO)[C@@H](c3ccc(C#Cc4cccc(F)c4)cc3)[C@@H]2C1
    -6	7
- COc1ccc2c3c([nH]c2c1)[C@H](CO)N(C(=O)c1ccccn1)CC31CN(C(=O)C2CCCC2)C1
    4	-6
- O=C(NCCc1ccccc1Cl)[C@@H]1CCCN1C(=O)[C@@H](NS(=O)(=O)c1ccc(F)cc1F)C1CCCCC1
    8	1
- COC(=O)c1ccccc1NC(=O)NC1CC1
    0	2
- CCc1ccc(C2CC3C(CN2S(=O)(=O)c2ccc(C)cc2)C(=O)CC(c2ccc(CC)cc2)N3S(=O)(=O)c2ccc(C)cc2)cc1 (stereo not drawn)
    3	1
- CN1c2ccc(C3=CCCCC3)cc2[C@H]2[C@H](CCN2C(=O)NC2CCCC2)[C@@H]1CO
    2	-4
- CSCc1nnc(NC(=O)c2ccc(S(=O)(=O)N(C)C)cc2)o1
    4	-1
- O=C(NN(C(=O)C1CC1)c1nc2ccccc2s1)C1CC1
    0	3
- Nc1[nH]n2c(=O)cc(-c3ccccc3)nc2c1N=Nc1ccc(S(N)(=O)=O)cc1
    -3	-5
- COc1ccc(N2C(=O)c3[nH]nc(-c4ccccc4)c3C2c2ccc(Br)cc2)cc1 (stereo not drawn)
    10	4
- COC(=O)[C@]12CCCCC=C1N(CCc1ccc(OC)c(OC)c1)C(=O)[C@H](CC(=O)NCCCCc1ccccc1)C2
    13	1
- COc1cccc(C#Cc2ccc([C@H]3[C@@H](CO)N(C(=O)C4CCOCC4)[C@H]3C#N)cc2)c1
    1	-1
- CCN1[C@@H]2Cn3c(ccc(-c4ccc(F)cc4)c3=O)[C@H]1[C@@H](C(=O)Nc1ccccc1)[C@@H]2CO
    -5	7
- CNc1nc(OCC#N)nc(N2CCCCC2)n1
    -3	3
- C[C@@H]1CCCCO[C@@H](CN(C)C(=O)Nc2ccccc2)[C@@H](C)CN([C@@H](C)CO)C(=O)c2cc(NC(=O)Nc3cccc4ccccc34)ccc2O1
    -2	2
- CC1(C)C2CCC1(C)C(OC(=O)CC(=O)O)C2 (stereo not drawn)
    -3	-8
- CCc1ccccc1NC(=O)Nc1cccs1
    -5	-6
- Cc1ccc(-c2ccc(C3[C@H]4CNC[C@@H]3N4Cc3nccs3)cc2)cc1 (stereo partly drawn)
    -3	-2
- CN(C)C(=O)c1ccc(-c2ccccc2[C@H]2[C@@H](C#N)N(C(=O)C3CCCCC3)[C@@H]2CO)cc1
    1	0
- CCc1nc(N2[C@H](CO)[C@@H](c3ccccc3-c3ccccc3F)[C@@H]2C#N)sc1C
    0	-3
- COc1ccc(C2=Nc3ccccc3N(C(=O)c3cnccn3)C2C(=O)NC2CCCC2)cc1 (stereo not drawn)
    -8	5
- O=C(NCCCN1CCCC1=O)c1cccc(Oc2ccccc2)c1
    6	0
- C/C(=N\NC(=O)c1ccc(CSc2nncn2C)cc1)c1cccs1
    -2	-6
- CN1C(=O)c2cc(NC(=O)C3CCC3)ccc2OC[C@@H]2O[C@@H](CC(=O)NCc3ccccc3F)CC[C@@H]21
    5	-3
- O=S1(=O)c2ccc(Br)cc2OC2CCCN1C2 (stereo not drawn)
    -8	-8
- CN(Cc1cn(Cc2ccc(Cl)cc2)nn1)C1CN(Cc2cn(Cc3ccc(Cl)cc3)nn2)S(=O)(=O)C1 (stereo not drawn)
    0	-1

2 compounds drawn at random from the list so far, as already listed:
The line under a structure holds: SIRT5 block	ERp5 block
- CN1C(=O)c2cc(NC(=O)C3CCC3)ccc2OC[C@@H]2O[C@@H](CC(=O)NCc3ccccc3F)CC[C@@H]21
    5	-3
- CCc1ccccc1NC(=O)Nc1cccs1
    -5	-6

(further entries)
The line under a structure holds: SIRT5 block	ERp5 block
- CCc1nnc(NC(=O)CSc2nc(-c3ccc(F)cc3)cc(-c3ccccc3)c2C#N)s1
    -2	-4
- O=C(Nc1cccc(F)c1)N1CC(=O)N2[C@H](CO)[C@H](c3ccc(C#CC4CC4)cc3)[C@H]2C1
    0	-4
- CCc1ccc(/C=C2\SC(=S)N(CCCC(=O)N3CCCC3)C2=O)cc1
    -2	3
- O=CN1CCN(C(=O)COc2ccc(Cl)cc2Br)CC1
    -5	-1
- CO[C@H]1CN(C)C(=O)c2ccc(NS(=O)(=O)c3ccc(C)cc3)cc2OC[C@H](C)N(C)C[C@@H]1C
    3	-1
- O=S(=O)(NC[C@@H]1CC[C@@H]2[C@@H](CN2Cc2ccccc2C(F)(F)F)O1)c1ccccc1
    -1	-1
- COc1cc([N+](=O)[O-])ccc1NC(=O)CSc1nc2ccccc2n1-c1ccccc1
    0	2
- O=C(CN1C(=O)c2ccccc2C1=O)Nc1nc(-c2cccc([N+](=O)[O-])c2)cs1
    -2	-9
- COc1ccccc1S(=O)(=O)N1[C@@H]2CNC[C@H]1[C@H]2c1ccc(-c2ccccc2C)cc1
    2	6
- Nc1[nH]c(C(=O)c2ccccc2)c(-c2cc(F)ccc2Br)c1C(=O)NCCc1c[nH]c2ccccc12
    1	1
- O=C1NC[C@H](Cc2ccc(O)cc2)N(C[C@@H]2CCCN2C[C@H](Cc2ccccc2)N2C[C@H](Cc3ccc(O)cc3)N(CC3CCCCC3)C(=O)C2=O)C1=O
    -5	8
- COc1cccc(-c2ccc(C3[C@@H]4CN(C(=O)C5CCCC5)C[C@H]3N4)cc2)c1 (stereo partly drawn)
    -1&-1	15&2
- O=C(NC1CCCCC1)N1CC(=O)N2[C@H](CO)[C@@H](c3ccc(/C=C/c4ccccc4)cc3)[C@H]2C1
    2	0
- CCOC(=O)N(C)[C@H]1C[C@H]2c3cc(-c4ccccc4C)ccc3CCN2C[C@H]1[C@H](C)O
    -4	-3
- COc1ccc2c3c([nH]c2c1)[C@H](CO)N(C(=O)Nc1ccc(F)cc1)CC31CCN(CC2CC2)CC1
    4	-3
- Nc1[nH]c(C(=O)c2ccc(Br)cc2)c(-c2ccncc2)c1C(=O)NCCc1c[nH]c2ccccc12
    2	0
- O=C(C1CCC1)N1CC2(C1)[C@H](c1ccccc1)[C@@H](CO)N2Cc1cccnc1
    0	-6
- COc1ccc2c3c([nH]c2c1)[C@H](CO)N(C(=O)C1CC1)CC31CN(Cc2nccs2)C1
    1	-7
- C/C=C/c1ccc([C@@H]2[C@H](CO)N(Cc3cncnc3)C23CN(C(=O)CC2CC2)C3)cc1
    -4	0
- O=C(CC1CC1)N1[C@@H](CO)[C@@H](c2ccccc2)C12CN(S(=O)(=O)c1ccccc1)C2
    -3	7

The list goes on:
molecule	SIRT5 block	ERp5 block
COc1ccc(CCc2nnc(CCC(=O)NCc3cc(C(C)C)no3)o2)cc1	0	3
CC1=C(C(=O)OCc2ccccc2)C(c2ccc3ccccc3c2)NC(=O)N1CCCCCC(=O)O (stereo not drawn)	12	0
O=c1nc(SCc2c(F)cccc2Cl)nc(-c2ccccc2)[nH]1	-4	0
c1ccc(CN2C[C@@H]3N[C@H](C2)C3c2ccc(-c3ccccc3)cc2)cc1 (stereo partly drawn)	-2&2	-3&-3
COCC(=O)N1[C@H](CO)[C@@H](c2ccccc2)C12CN(C(=O)NC1CCCC1)C2	-1	3
COc1ccc(NC(=O)CSCC(=O)N2c3ccccc3CCc3ccccc32)cc1	0	-1
C/C=C/c1ccc(C2[C@H]3CNC[C@@H]2N3S(=O)(=O)c2ccccc2C)cc1 (stereo partly drawn)	2&-2	-1&2
CCOC(=O)c1cc2c(=Cc3ccc(N(C)C)cc3)c3ccccc3n2[n+]1C	0	-3
CN(C)CC(=O)N1[C@H](CO)[C@H](c2ccccc2)C12CN(C(=O)c1ccccc1)C2	-3	6
O=C(CN1CCSCC1)N/N=C/c1ccc(Cl)cc1	0	1
O=S(=O)(NCc1ccccc1)c1cc(Br)ccc1Br	-1	-4
C/C=C/c1ccc([C@H]2[C@@H](CO)N(C(=O)c3cnccn3)C23CN(C(=O)CC)C3)cc1	1	3
COC(=O)c1ccc(/C=N/Nc2nc(N3CCCCC3)nc(N3CCCCC3)n2)cc1	7	2
COc1cccc(CN2CC3(CN(CC4CC4)C3)c3c([nH]c4cc(OC)ccc34)[C@H]2CO)c1	-3	-2
COc1ccc(NC(=O)Nc2ccc3c(c2)C(=O)N([C@@H](C)CO)C[C@@H](C)[C@H](CN(C)C(=O)Nc2ccc(F)cc2)OCCCC[C@H](C)O3)cc1	14	-5
Clc1ccc(SCCN2CCNCC2)cc1	0	-3
COc1ccccc1Cc1c(-c2ccc(F)cc2)nc2c3ccccc3ccn12	-1	-2
COc1ccc2c3c([nH]c2c1)[C@H](CO)N(S(=O)(=O)c1cn(C)cn1)CC31CCN(CC2CC2)CC1	-1	4
OC[C@H]1CC[C@@H]2O[C@H](CCc3ccc(C#CCc4ccccc4)cc3)[C@H](n3cc(-c4ccccc4)nn3)C[C@@H]2O1	-1	-1
CCCNC(=O)N1[C@H](CO)[C@@H](c2ccccc2-c2cccc(C)c2)[C@@H]1C#N	3	1
CC(=O)C(=Cc1ccc(Cl)cc1)C(=O)c1ccccc1	2	5
COc1ccc2c3c(n(C)c2c1)[C@H](CO)N(Cc1ccncc1)CC31CCN(C(=O)C2CCC2)CC1	2	-14
COC(=O)[C@]12CCCCC=C1N(CCC1=CCCCC1)C(=O)[C@H](CC(=O)N1CCC(c3ccccc3)CC1)C2	-1	-1
COCC(C)NC(=S)NC(=O)c1cc(S(=O)(=O)N2CCOCC2)ccc1C (stereo not drawn)	1	7
Cc1cccc(C)c1-n1nnnc1C1(C)CCC(=O)N1Cc1ccco1 (stereo not drawn)	-3	-8
CC(C)C[C@@H]1COc2cccc(NCCO)c2S(=O)(=O)N1	-3	7
CC(C)C[C@@H](CN1CCCC1CN1C(=S)NC[C@@H]1Cc1ccccc1)N1C[C@H](Cc2ccccc2)N(CC2CCCCC2)C1=S (stereo partly drawn)	-2	-1
CC(C)CNC(=S)NC(=O)c1ccc(Cl)cc1Cl	-1	2
CC(NC(=O)NC1CCCCC1)c1ccc2c(c1)OCO2 (stereo not drawn)	-3	5
N#C[C@H]1[C@@H](c2ccc(C#CC3CCCCC3)cc2)[C@@H](CO)N1C(=O)Nc1ccc(F)cc1	4	-6
O=C(CN1CCOCC1)N1CC(=O)N2[C@@H](CO)[C@H](c3ccc(-c4cccc(F)c4)cc3)[C@@H]2C1	1	-2
O=C(NNC(=O)c1cccs1)c1ccc([N+](=O)[O-])cc1	0	1
O=C(NC1CCCC1)C(c1ccc(F)cc1)N1CCC(O)(c2ccc(Cl)cc2)CC1 (stereo not drawn)	-1	-1
CN1CCN(NC(=O)CN2C(=O)/C(=C/c3ccccc3F)SC2=S)CC1	2	-4
COCC(=O)N1CC2(C1)[C@H](c1ccc(C3=CCCC3)cc1)[C@@H](CO)N2C(=O)COC	-3	-6
CN1c2ccc(C#Cc3cccnc3)cc2[C@H]2[C@H](CCN2C(=O)C2CCC2)[C@@H]1CO	-3	-1
CS(=O)(=O)N1[C@H](C#N)[C@H](c2ccccc2-c2ccccc2F)[C@H]1CO	4	4
O=C(Cc1ccccc1)N1CC(=O)N2[C@H](CO)[C@@H](c3ccc(C#CCc4ccccc4)cc3)[C@H]2C1	0	20
CC(=O)N1c2ccccc2N=C(c2ccc(C(F)(F)F)cc2)C1C(=O)NC(C)C (stereo not drawn)	-1	-3
COCC#Cc1ccc([C@H]2[C@H](CO)N3C(=O)CN(C(=O)c4cccnc4)C[C@@H]23)cc1	0	7
COCC(=O)N1CC2(C1)[C@@H](c1ccccc1)[C@@H](CO)N2Cc1ccccc1OC	5	-1
COc1ccc(Nc2nc(Cl)nc(N3CCN(c4ccc(OC)cc4)CC3)n2)cc1	-5	6
COC(=O)C1C(c2ccc(N(C)C)cc2)C(C(=O)OC)S(=O)(=O)CS1(=O)=O (stereo not drawn)	1	2
O=C(C[C@H]1CC[C@@H]2[C@H](COC[C@@H](O)CN2CC2CCCC2)O1)NCc1ccc(Cl)cc1	0	-1
CCCNC(=O)Nc1ccc2c(c1)OC[C@H](C)N(Cc1ccccn1)C[C@H](C)[C@@H](OC)CN(C)C2=O	1	8
COC(=O)[C@@]1(Cc2ccc(F)cc2)[C@H]2c3cc(C(=O)N4CCCC4)n(Cc4cc(F)cc5c4OCOC5)c3C[C@H]2CN1C(=O)c1ccccc1	22*	1
C[C@H]1COc2cc(N3CCSCC3)ccc2S(=O)(=O)N1	-2	2

From PubChem BioAssay
